APP 5'UTR act – activators of APP 5'UTR luciferase reporter, primary screen, SH-SY5Y cells. SH-SY5Y APP 5'UTR luciferase reporter, luminescence; zero percent = DMSO vehicle wells. activation, % at 2 µM. 190,000 tested, 1% active. AID 1276, 2008;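 active = activation above a set limit, based on mean plus 3 SD of controls, cut at about 140% in these data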; also: values of inactives mirror those of a sister screen read the other way
Diaph inh CS – diaphorase inhibitors and chemical oxidizers, primary screen, counter-screen for diaphorase-coupled primary assays, biochemical, uHTS, resorufin fluorescence | diaphorase resazurin-to-resorufin fluorescence, NADH, 16 min; bacterial (C. kluyveri) enzyme, not human | inhibition, % at 20 µM | 190,000 tested, 0.69% active | AID 1217, 2008;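 active = primary screen inhibition at 20 µM above a set limit, cut at about 50% in these data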;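 also: plate controls were DMSO with full reaction for no effect and wells lacking NADH for full effect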
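Detection: fluorescence of resorufin formed from resazurin, Ex 544/Em 590 nm; test system: Clostridium kluyveri diaphorase enzyme; amount: 0.14 U/mL diaphorase, enzyme working solution; times: 16-min room-temperature incubation before reading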
STAT1 act – STAT1 signaling activators, primary screen, cell-based, HTS, luciferase reporter; activation (% of control), % at 5.5 µM; 200,000 tested, 2.6% active; NIH 3T3 STAT1-luciferase reporter, IFN-gamma, luminescence; 100% = IFN-gamma alone, no compound;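 active = activation above the screen-wide mean activation plus 3 SD, cut at about 130% in these data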;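 also: raw ratio to IFN-gamma control signal so 100% means no change and 0% no light; values of inactives mirror those of a sister screen read the other way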
FLuc inh counter – firefly luciferase enzyme inhibitors, primary screen, artefact control for luciferase-based inhibitor screens, biochemical, luminescence, ATPLite; Luciferin 4-monooxygenase (Photinus pyralis), P08659; 10 min; inhibition, % at 10 µM; 200,000 tested, 1.5% active; AID 1006, 2008;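 active = inhibition above about 50% when tested at 10 µM, limit read from the data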
Target sequence (P08659 whole entry, looked up): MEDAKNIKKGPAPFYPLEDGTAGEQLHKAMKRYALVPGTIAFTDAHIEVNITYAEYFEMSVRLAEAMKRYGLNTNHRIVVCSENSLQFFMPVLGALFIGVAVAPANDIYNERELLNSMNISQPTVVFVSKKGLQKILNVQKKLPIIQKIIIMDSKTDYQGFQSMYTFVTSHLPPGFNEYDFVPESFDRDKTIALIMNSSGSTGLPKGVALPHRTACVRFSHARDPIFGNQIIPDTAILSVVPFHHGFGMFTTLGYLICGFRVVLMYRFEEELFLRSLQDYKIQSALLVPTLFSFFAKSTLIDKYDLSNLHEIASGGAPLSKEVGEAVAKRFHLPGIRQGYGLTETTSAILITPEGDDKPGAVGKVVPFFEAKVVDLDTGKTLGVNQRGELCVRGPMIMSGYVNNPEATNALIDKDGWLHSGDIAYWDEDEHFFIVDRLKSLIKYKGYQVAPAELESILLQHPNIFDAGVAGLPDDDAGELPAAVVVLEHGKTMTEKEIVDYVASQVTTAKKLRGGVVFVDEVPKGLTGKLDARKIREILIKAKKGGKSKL
NF-kB neuron act – activators of NF-kB expression in neurons, primary screen, cell-based, HTS; AID 1239, 2008; 190,000 tested, 1.6% active; fold change at 12.5 µM; human neuronal cells, NF-kB reporter expression; active compounds read high; in the data active = fold change above about 3.3
APP transl inh – inhibitors of APP translation via 5'UTR reporter, primary screen, APP 5'UTR luciferase, SH-SY5Y cells. SH-SY5Y APP 5'UTR-luciferase reporter, luminescence. inhibition, % at 2 µM. 190,000 tested, 0.82% active. AID 1285, 2008;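 active = inhibition above a set limit, derived from the sample mean plus 3 SD, cut at about 45% in these data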; also: values of inactives mirror those of a sister screen read the other way
G6PDH CS – L. mesenteroides G6PDH inhibitors, counter-screen for G6PDH-coupled screening assays, biochemical, Leuconostoc mesenteroides enzyme. inhibition, % at 5 µM. 200,000 tested, 0.12% active. Purified L. mesenteroides G6PDH, diaphorase/resazurin coupled fluorescence, 45 min; in the data active = inhibition above about 50%
Diaphorase act – compounds boosting diaphorase resazurin reduction – biochemical, uHTS, resorufin fluorescence, counter-screen for diaphorase-coupled primary assays, primary screen | Diaphorase/resazurin coupled assay, 16 min; active compounds read high; 1 = vehicle wells, 0 = NADH-free wells | activation factor at 20 µM | 190,000 tested, 0.005% active | AID 1229, 2008;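 active = diaphorase activity raised at least twofold by the compound at 20 µM; inactive = activation factor below 2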
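test system = bacterial diaphorase enzyme (C. kluyveri) | quantity = enzyme 0.07 U/mL final | reagent = NADH substrate 0.114 mM plus resazurin dye 0.1 mM, final | incubation = 16 min enzyme reaction, ambient temperature | buffer or medium = HEPES pH 7.4 buffer with MgCl2 and Tween 20 | signal = fluorescence of resorufin, 544 nm excitation, 590 nm emission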
FLuc stim CS – FLuc activators, initial screening, artefact control for FLuc-dependent activation tests, biochemical, ATPlite luminescence; Luciferin 4-monooxygenase (Photinus pyralis), P08659; ATPlite luciferase biochemical, 10 min; 0 = ATP-free wells, 1 = DMSO control; activation factor at 10 µM; 200,000 tested, under 10 active; AID 1027, 2008;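 active = luciferase activation factor, scaled between plate controls, of at least 2 with compound at 10 µM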
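assay system = Luciferase/luciferin detection reagent, cell-free biochemical luciferase assay | also added = ATP substrate | times = 10 min post-reagent at room temperature | measured by = luminescence from luciferase reaction | measure = luciferase activation, seen as luminescence increase over controls | benchmarks = low control with PBS replacing ATP, high control enzyme plus ATP without compound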
TLR4 MyD88 comp – inhibitors of TLR4-MyD88 association in cells, primary screen, cell-based, HeLa CL3-4, BLA complementation, FRET ratio; inhibition, % at 8.4 µM; HeLa CL3-4 TLR4/MyD88 BLA complementation; 200,000 tested, 0.18% active; AID 861, 2007; in the data active = inhibition above about 25%;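 also: 0% = vehicle and 100% = reference inhibitor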
An asterisk follows results filed as active; x = not tested or not shown.

The opening 3 compounds (preview)
SMILES	APP 5'UTR act	Diaph inh CS	STAT1 act	FLuc inh counter	NF-kB neuron act	APP transl inh	G6PDH CS	Diaphorase act	FLuc stim CS	TLR4 MyD88 comp
CC(=O)c1cccc(S(=O)(=O)N(Cc2cc3cc4c(cc3[nH]c2=O)OCCO4)CC2CCCO2)c1 (stereo not drawn)	2	10	105	-1	1.2	-2	2	0.9	1	0
Cc1cc(C)n(C(=O)c2ccc([N+](=O)[O-])cc2N)n1	20	2	96	-7	1.5	-20	13	1	1.1	17
CCc1ccccc1NC(=O)COC(=O)C1CC(=O)N(c2ccc(F)cc2)C1 (stereo not drawn)	-7	10	102	-9	0.85	7	-2	0.9	1.1	-7

Results, repeating the preview:
SMILES	APP 5'UTR act	Diaph inh CS	STAT1 act	FLuc inh counter	NF-kB neuron act	APP transl inh	G6PDH CS	Diaphorase act	FLuc stim CS	TLR4 MyD88 comp
CC(=O)c1cccc(S(=O)(=O)N(Cc2cc3cc4c(cc3[nH]c2=O)OCCO4)CC2CCCO2)c1 (stereo not drawn)	2	10	105	-1	1.2	-2	2	0.9	1	0
Cc1cc(C)n(C(=O)c2ccc([N+](=O)[O-])cc2N)n1	20	2	96	-7	1.5	-20	13	1	1.1	17
CCc1ccccc1NC(=O)COC(=O)C1CC(=O)N(c2ccc(F)cc2)C1 (stereo not drawn)	-7	10	102	-9	0.85	7	-2	0.9	1.1	-7
Nc1ncc(-n2cncn2)c(-c2ccccc2)n1	-17	5	110	-8	1	17	6	0.9	1.1	8
COc1ccccc1/C=N/NC(=O)CSc1cc(C)nc2ccccc12	-15	x	92	2	0.97	15	12	x	1	-11
Cc1ccccc1NC(=O)OCc1cn(-c2ccc(Cl)cc2)nn1	x	2	93	-7	0.89	x	1	1	1.1	-4
CC(C)(C)c1ccccc1OCC(=O)NCCC(=O)O	-9	12	96	-3	1.2	9	10	0.9	1	7
CN(C(=O)COc1ccc(Br)cc1Cl)C1CCCCC1	10	13	114	-3	1.9	-10	3	0.9	1	5
COc1cccc(C2CC(c3cccc(OC)c3)n3nc(N)nc3N2)c1 (stereo not drawn)	20	12	96	-9	0.96	-20	-5	0.9	1.1	-1
Cc1cccc(NCc2nnc(-c3ccccc3)o2)c1C	20	5	98	-3	1.3	-20	4	1	1	-11
Cc1ccc(-c2nnc(CSc3nnc(COc4ccccc4)n3-c3ccccc3)o2)cc1	7	16	95	1	0.98	-7	-1	0.8	1	-16
CCCCOC(=O)c1ccc(N/C(=N\S(=O)(=O)c2ccccc2)c2ccccc2)cc1	-5	19	95	-4	0.61	5	7	0.8	1	2
O=C(COC(=O)c1cccnc1)Nc1ccc2c(c1)OCO2	5	18	103	0	1.2	-5	8	0.8	1	1
CCC(C)[C@@H](C(=O)NCC1CCC(C(=O)O)CC1)n1nnc2ccccc2c1=O (stereo partly drawn)	-19	11	98	-2	1	20	4	0.9	1	-2
COc1cccc(OC)c1C(=O)Nc1ccc(S(=O)(=O)Nc2cc(C)nc(C)n2)cc1	0	8	96	-1	1.3	0	7	0.9	1	-3
COc1ccccc1-c1cc(C(=O)Nc2cc(C)on2)no1	8	8	122	4	1.6	-8	0	0.9	1	6
Cc1ccc(S(=O)(=O)N2CCOCC2)cc1NC(=O)CSc1ccccn1	-2	16	104	-3	1.4	2	8	0.8	1	-3
CCSc1ccccc1C(=O)Nc1nc2ccccc2c(=O)[nH]1	6	4	92	-6	1.2	-6	20	1	1.1	2
COc1ccccc1/C=C1\SC(=S)N(Nc2nc(C)cc(C)n2)C1=O	4	5	98	-5	0.93	-4	3	1	1	10
Cc1c(N2C(=O)c3ccccc3C2=O)c(=O)n(-c2ccccc2)n1C	15	-25	102	-5	1.1	-15	12	1.2	1.1	-5
OCCNc1nc2ccccc2[nH]1	16	19	104	-6	1	-16	-3	0.8	1.1	8
CC(C)OC(=O)CSc1nnc(CNc2cccc(Cl)c2)n1C	1	8	97	-5	1	-1	-2	0.9	1.1	-12
C=CCN=C1CC(C)(C)C(C(=O)OC)C(O)=C1C(=O)CCC (stereo not drawn)	-5	20	100	-5	x	5	7	0.8	1.1	-12
CCCCC(CCCCl)C(=O)Nc1ccccc1 (stereo not drawn)	-9	19	92	-6	1.1	9	8	0.8	1.1	-5
CC(C)N(CCn1c(SCC(=O)N2CC(=O)Nc3ccccc32)nc2ccccc2c1=O)C(C)C	-27	24	96	-4	0.67	27	1	0.8	1	-10
O=C(Nc1cccc(Cl)c1Cl)c1cc(S(=O)(=O)NCCc2ccccc2)ccc1F	-6	9	109	-1	1.3	6	-2	0.9	1	6
N#Cc1ccc(-c2csc(NNC(=O)c3ccccc3)n2)cc1	2	-5	104	-4	1.1	-2	6	1.1	1	-13
Cc1ccc(NC(=O)C2CCN(C(=O)NC3CCCCC3)CC2)cc1Cl	-20	6	92	-6	0.94	20	5	0.9	1.1	10
Cc1nc(NC(=O)C2CC2)sc1C(=O)NC1CCCCC1	16	28	100	-5	1.2	-16	14	0.7	1.1	-9
COCCNC(=O)/C(=C/c1ccccc1Cl)c1ccccc1	20	15	108	-1	1.1	-20	4	0.8	1	-6
COC(=O)C(=C/C=C/c1cccnc1)C(=O)OC	2	3	94	-6	1.3	-2	7	1	1.1	2
Nc1nonc1-n1nnc(C(=O)c2ccccc2)c1-c1ccccc1	-16	30	107	-8	1.3	16	-6	0.7	1.1	-7
CCOc1ccc(Nc2nc(Cc3nnc(SCC(=O)NC4CCCC4)n3C)cs2)cc1	-9	8	102	-4	0.91	9	19	0.9	1	8
O=C(CCc1ccc(S(=O)(=O)NCCc2ccccc2)cc1)Nc1ccc2c(c1)OCCO2	-75	12	101	-3	0.87	75*	-1	0.9	1	4
Cc1noc(C)c1CSc1nc2ccccc2nc1NS(=O)(=O)c1ccc(Cl)cc1	-5	21	95	-1	1.1	5	16	0.8	1	-5
CCN(CC)CCOc1ccc2c(c1)C(=NO)c1cc(OCCN(CC)CC)ccc1-2	-33	-10	99	-11	0.82	33	0	1.1	1.1	22
CCn1c(SCC(=O)Nc2cc(C)on2)nnc1-c1ccc(S(=O)(=O)N2CCN(C)CC2)cc1	4	4	97	0	1	-4	4	1	1	0
CN1CCN(NC(=O)c2cccc(S(=O)(=O)N3CCCCCC3)c2)CC1	18	2	113	1	1.1	-18	0	1	1	5
CC1=NN(S(=O)(=O)c2ccc(F)cc2)C(=O)c2ccccc2O1	6	-4	97	-5	1.1	-6	6	1	1	10
COc1ccc(C(=O)CN2C(=O)NC(C)(c3ccccc3)C2=O)cc1OC (stereo not drawn)	-15	13	109	-8	0.93	15	2	0.9	1.1	3
COCCNC(=O)NC(=O)COC(=O)Cc1ccc2c(c1)OCCO2	-13	11	99	-1	1	13	13	0.9	1	0
Cn1c(C(F)(F)F)nc2c(=O)oc3ccccc3c21	8	12	101	-7	1.2	-8	6	0.9	1.1	-4
CCCCCCCC(=O)NNC(=O)c1c(O)c2ccccc2n(CC)c1=O	-8	10	108	-6	1.2	8	9	0.9	1.1	2
CCOC(=O)c1[nH]c(C)c(/C(O)=C2\C(=O)C(=O)N(CCCN3CCOCC3)C2c2cccnc2)c1C (stereo not drawn)	-9	12	96	-7	1.1	9	6	0.9	1.1	-14
COC(=O)c1cccc(N(C(=O)c2ccco2)C(C(=O)NC2CCCC2)c2ccco2)c1 (stereo not drawn)	10	3	103	-6	0.59	-10	1	1	1.1	-14
O=C(c1ccc(N2CCCCC2)c([N+](=O)[O-])c1)N(c1ccccn1)c1ccccn1	18	4	93	-5	1.1	-18	1	1	1.1	12
CN1c2ccccc2-c2nc3ccccc3n2C1c1ccccn1 (stereo not drawn)	3	4	93	5	1.2	-3	6	1	1	-20
Cc1c(NC(=O)C2CCCN(S(=O)(=O)c3cnc[nH]3)C2)c(=O)n(-c2ccccc2)n1C (stereo not drawn)	-14	13	97	-1	1.1	14	7	0.9	1	-1
COc1ccc(CCNc2ccncn2)cc1	-2	4	80	3	0.95	2	-3	1	1	0
C=CCn1c(COc2ccccc2)nnc1SCC(=O)N/N=C/c1cc(Cl)ccc1O	-15	-5	97	-3	0.94	15	3	1.1	1	6
CCS(=O)(=O)N1CCC(C(=O)NC2CCCCCCC2)CC1	-10	19	106	-4	0.94	10	-1	0.8	1	11
COc1cc(OC)c(OC)cc1/C=N/NC(=O)c1cnccn1	-12	3	99	-7	1.1	12	10	1	1.1	7
CCCC(=O)NC(Nc1ccc(S(=O)(=O)Nc2ncccn2)cc1)(C(=O)OCC)C(F)(F)F (stereo not drawn)	10	5	103	-2	1.1	-10	6	0.9	1	4
Cc1nc2ccc(NC(=O)/C=C/C(=O)O)cc2nc1C	-3	15	94	-2	1	3	14	0.8	1	5
CCCCCC1CC(=O)N(Cc2ccccc2)C(=O)N1 (stereo not drawn)	-4	-9	90	-5	1	4	1	1.1	1.1	-19
Cc1cccc(C(=O)N[C@H](C(=O)OCc2cc(=O)n3c(n2)sc2ccccc23)C(C)C)c1	-8	16	97	0	0.73	8	-24	0.8	1	-4
CC(C)OC(=O)CSc1nnc(-c2cccnc2)n1N	2	3	97	-5	1.1	-2	16	1	1.1	0
Cc1cc2ccccn2c1C(=O)c1cccc([N+](=O)[O-])c1	10	12	104	-6	1.1	-10	3	0.9	1.1	-3
CC(C)(O)P(C)(=O)c1ccccc1 (stereo not drawn)	0	6	99	-6	1.1	0	-2	0.9	1.1	-3
COc1cc([N+](=O)[O-])ccc1NC(=O)C[n+]1ccccc1C	-5	-10	97	-2	1.1	5	3	1.1	1	-4

Looked up above:
Entry for Cn1c(C(F)(F)F)nc2c(=O)oc3ccccc3c21 under FLuc inh counter: -7
Entry for Cc1c(NC(=O)C2CCCN(S(=O)(=O)c3cnc[nH]3)C2)c(=O)n(-c2ccccc2)n1C (stereo not drawn) under G6PDH CS: 7

(next part)
SMILES	APP 5'UTR act	Diaph inh CS	STAT1 act	FLuc inh counter	NF-kB neuron act	APP transl inh	G6PDH CS	Diaphorase act	FLuc stim CS	TLR4 MyD88 comp
CCN(CC)C(=O)n1nc(C)c(CN2C(=O)c3ccccc3C2=O)c1C	5	x	86	x	x	-4	x	x	x	0
C=CCNC(=O)c1c(-c2c(F)cccc2Cl)noc1C	4	8	103	-3	1.7	-4	5	0.9	1	4
CCOC(=O)c1cnn(CC2CCCCC2)c1N	-3	11	99	-1	1.2	3	8	0.9	1	-7
CC(=O)Oc1ccc2c(=O)c(-c3ccccc3)c(C)oc2c1	6	2	100	2	1.2	-6	4	1	1	-3
CCOc1ccc2[nH]c(=O)c(C(c3nnnn3Cc3ccco3)N3CCC(C)CC3)cc2c1 (stereo not drawn)	-3	28	94	-4	0.93	2	-41	0.7	1	-10
